PAFAH2 FP inh: PAFAH2 enzyme inhibitors, primary screen, biochemical, fluorescence polarization, human. Platelet-activating factor acetylhydrolase 2, cytoplasmic (Homo sapiens), Q99487. recombinant PAFAH2, FP-rhodamine activity probe. inhibition, % at 3.39 µM. hit rate 0.99% among 340,000;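 active means inhibition above the mean over all tested compounds plus 3 SD, cut at about 30% in these data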;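 further: inhibitors block probe labeling of enzyme so polarization drops; 0% = enzyme with DMSO and 100% = wells lacking PAFAH2 protein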
LYPLA2 inh: LYPLA2 inhibitors, primary screen, counter-screen for PME1 inhibitor project, biochemical, fluorescence polarization, FP-Rh probe ABPP; Acyl-protein thioesterase 2 (Homo sapiens), O95372; recombinant LYPLA2; inhibition, % at 5.9 µM; hit rate 0.38% among 320,000; AID 2177, 2009;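 active means inhibition above the screen-wide mean plus 3 SD, limit set per campaign, cut at about 26% in these data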;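 further: 0% = LYPLA2 with DMSO and 100% = wells lacking LYPLA2 enzyme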
GSTO1 inh: inhibitors of recombinant GSTO1, primary screen, counter-screen for RBBP9 inhibitor project, biochemical, fluorescence polarization; activity-based probe fluorescence polarization; Glutathione S-transferase omega-1 (Homo sapiens), P78417; inhibition, % at 5.96 µM; hit rate 1.1% among 300,000;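 active means inhibition above the campaign mean inhibition plus 3 SD, cut at about 35% in these data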;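 further: 0% = GSTO1-1 with DMSO and 100% = wells lacking GSTO1-1 enzyme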
PAFAH1B2 FP inh: PAFAH1B2 enzyme inhibitors, primary screen, biochemical, fluorescence polarization, human; AID 492953, 2010; recombinant PAFAH1B2, FP-rhodamine activity probe; inhibition, % at 3.39 µM; hit rate 1.2% among 340,000;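 active means inhibition above the mean of all tested compounds plus 3 SD, cut at about 24% in these data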;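 further: 0% = enzyme with DMSO and 100% = wells lacking PAFAH1B2; many of its hits are not listed in these tables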
PREPL inhibitor: PREPL enzyme inhibitors, primary screen, biochemical, fluorescence polarization; Prolyl endopeptidase-like (Homo sapiens), Q4J6C6; recombinant PREPL, fluorescence polarization activity-based probe; inhibition, % at 5.96 µM; hit rate 0.68% among 320,000; in the data active means inhibition above about 43%;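 further: 0% = enzyme with DMSO and 100% = wells lacking enzyme; many of its hits are not listed in these tables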
PAD4 FP inh: human PAD4 inhibitors, primary screen, biochemical, fluorescence polarization, 1536-well format | Protein-arginine deiminase type-4 (Homo sapiens), Q9UM07 | recombinant PAD4, RCA probe fluorescence polarization | inhibition, % at 6.36 µM | hit rate 0.41% among 330,000 | AID 485272, 2010;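 active means percent inhibition above a cutoff equal to the mean of all tested compounds plus 3 SD, cut at about 15% in these data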;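 further: 0% = PAD4 with RCA probe and DMSO and 100% = probe without PAD4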
Target sequence (Q9UM07 whole entry, looked up): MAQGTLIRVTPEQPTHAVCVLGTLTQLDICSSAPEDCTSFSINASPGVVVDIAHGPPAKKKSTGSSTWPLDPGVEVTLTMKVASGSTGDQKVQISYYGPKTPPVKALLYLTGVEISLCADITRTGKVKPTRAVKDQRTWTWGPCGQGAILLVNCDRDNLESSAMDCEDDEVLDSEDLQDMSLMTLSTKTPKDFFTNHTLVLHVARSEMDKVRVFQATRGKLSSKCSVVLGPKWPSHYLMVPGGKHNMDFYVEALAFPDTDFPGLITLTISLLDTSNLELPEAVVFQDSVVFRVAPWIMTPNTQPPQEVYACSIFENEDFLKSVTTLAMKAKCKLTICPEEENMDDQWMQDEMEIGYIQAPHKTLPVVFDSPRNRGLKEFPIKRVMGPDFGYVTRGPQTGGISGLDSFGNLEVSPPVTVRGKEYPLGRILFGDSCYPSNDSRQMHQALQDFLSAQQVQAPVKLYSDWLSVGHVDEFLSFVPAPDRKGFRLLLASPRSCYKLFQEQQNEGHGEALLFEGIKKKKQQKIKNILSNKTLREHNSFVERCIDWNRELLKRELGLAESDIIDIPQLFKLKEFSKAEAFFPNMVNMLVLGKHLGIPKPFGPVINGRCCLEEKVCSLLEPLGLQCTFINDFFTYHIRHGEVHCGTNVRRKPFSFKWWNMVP
PAFAH1B3 inh: PAFAH1B3 enzyme inhibitors, primary screen, biochemical, fluorescence polarization, human; Platelet-activating factor acetylhydrolase IB subunit alpha1 (Homo sapiens), Q15102; recombinant PAFAH1B3, FP-rhodamine probe; inhibition, % at 3.39 µM; hit rate 0.28% among 340,000; AID 492972, 2010;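 active means inhibition above the screen-wide average of all tested compounds plus 3 SD, cut at about 25% in these data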;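 further: 0% = enzyme with DMSO only and 100% = wells lacking PAFAH1B3 protein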
Target sequence (Q15102 whole entry, looked up): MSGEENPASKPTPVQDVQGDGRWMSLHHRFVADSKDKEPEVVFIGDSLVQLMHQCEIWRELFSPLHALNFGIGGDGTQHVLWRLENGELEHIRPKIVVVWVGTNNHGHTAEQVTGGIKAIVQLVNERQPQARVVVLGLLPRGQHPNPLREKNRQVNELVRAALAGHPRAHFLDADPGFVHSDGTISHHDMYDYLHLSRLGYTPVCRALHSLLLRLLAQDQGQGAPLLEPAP
LYPLA1 counter: LYPLA1 inhibitors, primary screen, counter-screen for PME1 inhibitor project, biochemical, fluorescence polarization, FP-Rh probe ABPP. Acyl-protein thioesterase 1 (Homo sapiens), O75608. recombinant LYPLA1. hit rate 0.16% among 320,000. inhibition, % at 5.9 µM;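 active means inhibition above the mean of all tested compounds plus 3 SD, set per campaign, cut at about 14% in these data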;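 further: inhibitors block serine hydrolase probe labeling of LYPLA1 so polarization falls; 0% = enzyme with DMSO and 100% = wells lacking LYPLA1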
pPAFAH FP inh: pPAFAH enzyme inhibitors, primary screen, biochemical, fluorescence polarization, human | Platelet-activating factor acetylhydrolase (Homo sapiens), Q13093 | recombinant pPAFAH, FP-rhodamine probe fluorescence polarization | inhibition, % at 3.39 µM | hit rate 1.5% among 330,000 | AID 463082, 2010;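 active means inhibition above the mean inhibition across the screen plus 3 SD, cut at about 25% in these data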;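 further: inhibitors block binding of the rhodamine activity-based probe so polarization drops; 0% = enzyme with DMSO and 100% = wells lacking pPAFAH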
* hit, by the source's call; · = not tested or not shown.

SMILES	PAFAH2 FP inh	LYPLA2 inh	GSTO1 inh	PAFAH1B2 FP inh	PREPL inhibitor	PAD4 FP inh	PAFAH1B3 inh	LYPLA1 counter	pPAFAH FP inh
C[C@@]12C(=O)N(Cc3ccc(F)cc3)CC(=O)N1[C@H]1c3cc(Cl)ccc3OC[C@@H]1[C@@H]2c1ccccc1	-11	·	·	1	-14	3	-6	·	-1
Cc1cccc(C)c1OCC(O)CN(Cc1ccccc1O)C1CCCCC1 (configuration not stated)	13	-1	1	0	14	-2	-7	0	1
CC1CCC(N2CCN(c3ncccn3)CC2)C1 (configuration not stated)	1	-5	2	3	-2	-6	7	-4	-1
COc1cc(/C=N/NC(=O)c2ccccn2)ccc1OC(=O)c1ccc(Br)cc1	-8	-32	-4	1	37	-2	-5	-20	8
Cc1ccc(/C(O)=C2/C(=O)C(=O)N(CCN3CCOCC3)C2c2cccs2)cc1 (configuration not stated)	5	1	-7	6	0	-1	4	-1	-3
Cc1cc(C)nc(OC(C(=O)O)C(OCCC(C)C)(c2ccccc2)c2ccccc2)n1 (configuration not stated)	-5	3	5	13	-4	0	6	3	4
Cc1ccc(NC(=O)Cn2c(CCC(=O)O)ccc2-c2ccc(Cl)cc2)cc1	2	-5	7	3	-15	-9	-2	0	5
CCn1c(SCC(=O)NC2CCCC2)nnc1C(C)C	-1	1	15	1	14	1	5	3	1
Cc1cccc(C(CC(=O)N2CCCC2)c2ccccc2)c1O (configuration not stated)	7	9	0	1	4	4	5	4	3
Cc1ccccc1NC(=O)CSc1nc(COc2ccccc2)nc2ccccc12	6	-3	-8	2	-4	2	-2	-3	1
CCN1CCN(c2sc(S(C)(=O)=O)nc2S(=O)(=O)c2ccc(C)cc2)CC1	3	7	-2	1	1	-1	-4	5	2
COc1cc(C=O)ccc1OCc1cccc(Br)c1	3	1	-1	-8	14	1	-1	-2	2
CCOC(=O)c1cccc(NC(=O)CSc2nnc(-c3ccoc3C)n2CCOC)c1	-3	-6	0	2	-2	3	3	-1	0
CN(Cc1ccccc1NC(=O)c1ccc(S(=O)(=O)N(C)C)cc1)C1CCCCC1	·	8	-11	·	-18	-3	·	0	-5
CC(C)CCNC(=O)COc1ccc(N(C)S(=O)(=O)c2ccc(F)cc2)cc1	5	1	10	9	-2	-1	1	-4	2
Cc1cccc2c(C(=O)O)cc(-c3cccnc3)nc12	4	2	-8	2	1	-1	7	-4	-2
CCC(=O)Nc1ccc(C(=O)Nc2ccc(Br)cc2F)cc1	-6	-1	5	1	4	3	-5	-5	10
CCc1cc(C(=O)c2ccc(Br)cc2)c(NC(=O)CN(CC)CC)s1	3	0	-3	0	-6	6	5	-2	9
Nc1c(Cl)ncnc1N1CCN(c2ncnc(Cl)c2N)CC1	5	3	4	-5	-1	1	-1	-2	5
COc1ccc(N2CCN(S(=O)(=O)c3ccc(Br)s3)CC2)cc1	4	-1	-3	7	-31	3	-5	1	1
CSCCC(NC(=O)c1ccco1)C(=O)Nc1ccc(C)c(S(=O)(=O)N2CCOCC2)c1 (configuration not stated)	9	4	1	2	-7	-1	-10	2	2
O=C(CSc1nnc(CNC(=O)C23CC4CC(CC(C4)C2)C3)n1-c1ccc(F)cc1)Nc1ccc(F)cc1	3	-9	-5	13	4	4	2	-4	3
CCN(CC(=O)Nc1c(F)cccc1F)C(=O)CSc1nnc(-c2ccco2)n1CC	0	-5	2	6	3	0	0	-2	7
Cc1cc(Cl)ccc1OCC(=O)N(Cc1ccco1)C1CCS(=O)(=O)C1 (configuration not stated)	0	2	7	1	10	3	5	1	4
Cc1c(Cl)cccc1S(=O)(=O)N1CCC(C(=O)NNC(=O)C2CC2)CC1	9	7	10	8	12	-3	3	-1	6
Following part
SMILES	PAFAH2 FP inh	LYPLA2 inh	GSTO1 inh	PAFAH1B2 FP inh	PREPL inhibitor	PAD4 FP inh	PAFAH1B3 inh	LYPLA1 counter	pPAFAH FP inh
N#CC1=C(N)OC2=C(CC/C2=C\c2ccccc2Cl)C1c1ccccc1Cl (configuration not stated)	-6	-2	4	-3	-18	-6	-11	1	19
O=C(CN1CCN(C(=O)c2ccc(OCc3cn4ccccc4n3)cc2)CC1)Nc1cccc(F)c1	3	·	·	2	25	-1	4	·	-1
CCCCn1c(/N=C/c2c[nH]c3ccccc23)nc2ccccc21	1	5	-1	-1	2	-4	13	-2	-1
COc1ccc(NS(=O)(=O)c2ccc(-c3coc(C)n3)cc2)c(OC)c1	0	7	3	-3	2	3	16	2	1
CCCOc1ccc(CNC(=O)C2CCN(c3nn4c(=O)cc(C)nc4s3)CC2)cc1	-3	7	-8	-3	4	-2	2	2	7
COC(=O)Cc1csc(Nc2ccccc2)n1	7	-5	-1	-1	0	-5	5	-4	3
COc1cccc(-c2ccc(=O)n(CC(=O)Nc3cc4c(cc3NC(C)=O)OCCO4)n2)c1	6	9	2	0	-11	1	-3	1	9
Cc1sc2ncn(-n3c(C)ccc3C)c(=O)c2c1C	1	0	13	2	6	-1	-3	-2	3
CCCNC(=O)C1CNc2ccccc2O1 (configuration not stated)	0	-3	4	1	8	-2	2	4	-2
COc1ccc(NS(=O)(=O)c2cccc(C(=O)N/N=C(\C)c3ccc(-n4ccnc4)cc3)c2)cc1	4	-19	-19	0	2	-11	-3	-13	4
O=C(CO/N=C/c1ccccc1OC(F)F)N1CCc2ccccc21	-4	2	-2	0	9	2	1	-1	6
COc1ccc(-c2nn(CCC(=O)O)cc2/C=C/C(=O)O)cc1[N+](=O)[O-]	-6	5	0	0	1	-2	-1	-1	-1
O=C(NC(=S)N1CCCc2ccccc21)c1ccc(Cl)cc1	2	0	-24	-1	-2	1	3	-6	1
NC(=O)C[C@@H]1N[C@]2(C(=O)Nc3ccccc32)[C@@H]2C(=O)N(C3CCCCC3)C(=O)[C@H]12	-2	-4	5	6	2	-1	6	-4	3
COc1ccc(N(Cc2nnc3n2CCCCC3)C(=O)Nc2ccccc2)cc1	6	-7	-7	3	2	0	6	-3	9
O=C(CSc1ccc([N+](=O)[O-])cc1)Nc1nnc(C2CC2)s1	3	·	·	-13	16	-2	4	·	8
CN(C)c1ccc(CN(C(=O)COc2ccc(Br)cc2)C2CCS(=O)(=O)C2)cc1 (configuration not stated)	5	11	5	8	14	-3	3	1	7
Cc1ccc(N2C(=O)C(CN3CCOCC3)C2c2ccccc2)cc1 (configuration not stated)	3	11	-4	3	-7	-2	9	1	0
Cc1cccc(C(=O)Nc2nccs2)c1[N+](=O)[O-]	-4	-3	0	5	13	0	3	1	0
CC(C)CN1CCC(=O)N([C@H](COc2ccccc2)c2ccccc2)CC1	2	6	2	9	-2	4	5	0	2
Cc1cccc(NC(=O)C2CCN(S(=O)(=O)c3c(C)noc3C)CC2)c1	2	-4	-5	3	4	0	7	-1	4
COc1ccc(NC(=O)c2sccc2OS(=O)(=O)N(C)C)cc1	4	-6	-1	1	-1	0	16	-2	-1
CC(C)CCNC(=O)COC(=O)c1cc(Br)c(Br)s1	32*	1	-6	-1	-3	-6	7	1	11
O=C(c1ccco1)N1CCN(C(=S)Nc2ccccc2C(F)(F)F)CC1	5	-1	-1	-2	11	-4	1	2	-1
COc1ccc(/C=C2\SC(=N)N(c3ccc(F)cc3)C2=O)cc1OC	15	-8	-72	0	11	0	0	-5	4
Next part
SMILES	PAFAH2 FP inh	LYPLA2 inh	GSTO1 inh	PAFAH1B2 FP inh	PREPL inhibitor	PAD4 FP inh	PAFAH1B3 inh	LYPLA1 counter	pPAFAH FP inh
CC(=O)Nc1ccc(NC(=O)COc2ccc([N+](=O)[O-])cc2)cc1	1	0	0	2	11	3	5	-2	5
CCCCCCCc1c(O)nc(SCC(=O)O)[nH]c1=O	-2	-4	5	10	11	0	5	3	-1
Cc1cccc(N2CCN(C(=O)c3cnn4c(C(F)F)cc(-c5ccccc5)nc34)CC2)c1C	0	1	1	0	13	-2	5	2	5
Cc1c(C(=O)N2CCCC2)c(S(=O)(=O)Nc2ccccc2)c(C)n1C	4	-1	-5	0	11	-1	6	3	2
Cc1nn(C(C)C(=O)N2CCN(c3ccccn3)CC2)c(=O)c2cc3occc3n12 (configuration not stated)	11	-1	18	2	-5	4	-2	0	4
CCc1nc(SCC(=O)Nc2nc3c(s2)CCCC3)c2ccccc2n1	2	4	-2	7	-2	12	6	0	-3
Cc1ccc(C(=O)N/C(=C\c2cn(C)c3ccccc23)C(=O)OCCN(C)C)cc1	-2	6	4	3	8	3	-8	3	-5
CN(Cc1ccco1)c1ncnc2ccc(-c3ccccc3Cl)cc12	2	-4	·	7	45*	2	1	-4	17
COC(=O)C(Cc1ccccc1)NC(=O)CCNC(=O)c1ccc(Br)cc1 (configuration not stated)	1	-6	-8	2	5	-13	12	4	-3
Cc1ccc2c(c1)C(=O)C(=O)N2Cc1ccc(F)cc1	3	·	·	-4	8	-2	7	·	6
Cc1cccnc1NC(=O)c1csnn1	-2	1	1	2	14	-2	-5	0	8
CCOc1cc(CNn2nnnc2N)cc(Cl)c1OCC(=O)NC(C)(C)C	-4	5	7	5	6	2	-5	1	-2
CC1Cc2cc(/C=C3/SC(N4CCC(C(N)=O)CC4)=NC3=O)ccc2O1 (configuration not stated)	·	-5	0	·	3	7	·	-4	-4
COCC(=O)Nc1cc([N+](=O)[O-])ccc1OC	-2	6	1	2	8	4	-1	4	1
Cc1ccc(S(=O)(=O)C2(C(=O)NC3CCCCC3)CC2)cc1	2	3	8	2	0	0	7	0	5
CCOC(=O)CNC(=O)c1cc(-c2ccc3c(c2)OCCO3)oc1C	-10	-3	11	0	6	-1	0	-2	8
Cc1cccc(OCCC(=O)Nc2ccc(Cl)cc2F)c1	6	4	8	5	-6	-6	6	1	7
CCOC(=O)CC1C(=O)NCCN1Cc1ccc(OC)c(OC)c1 (configuration not stated)	2	-6	9	1	-4	-2	5	1	0
COc1ccc(CN2CCN(C(=O)c3cccs3)CC2)cc1	-6	-5	-7	3	4	3	3	-1	1
Cc1cc(F)c(F)c(C(=O)N2CCC(C)CC2)c1Cl	1	0	3	0	3	-6	4	0	6
NC(=O)CNc1n[nH]c(=S)[nH]c1=O	0	-6	4	-1	-4	5	-1	-1	1
S=c1[nH]nc(-c2ccn[nH]2)n1-c1ccccc1Cl	-6	7	6	2	1	0	-3	5	0
COc1ccc(NC(=O)COn2nnc3ccc(Cl)cc32)cc1OC	1	2	34	-4	-7	-3	3	2	3
COc1ccc(-n2c(Cc3cc(=O)[nH]c(=O)[nH]3)nnc2SCc2ccccc2)cc1	-10	2	6	2	4	-2	-3	-2	6
Cc1ccc(S(=O)(=O)NC(=NCC(=O)O)c2ccc(F)cc2)cc1	11	-6	-1	4	14	0	3	-4	-7

High-throughput results from PubChem BioAssay.

These rows are one share of the data; count on the stated rates, not on these rows.
